N-glyco inh = blocks N-linked glycosylation in D54 reporter cells; D54 ERlucT glycosylation luciferase reporter, 24 h; percent of 100 nM tunicamycin response; reporter increase, % at 12.5 µM; 360,000 tested, 0.23% active; AID 588692;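 active = mean luciferase reporter signal, scaled so untreated is 0 and the glycosylation-blocking control 100, at or above a set limit in every replicate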;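 note: luciferase carries N-glycosylation sites so blocking glycosylation raises the light; 0% = median of neutral control wells and 100% = median of 100 nM tunicamycin wells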
CaV13 FRET inh = Primary screen for inhibitors of IQ motif and Ca2+-dependent inactivation inhibitor domain binding in CACNA1D, Förster resonance energy transfer in living cells, … | 340,000 tested, 0.098% active | inhibition, % at 12.3 µM | AID 743397 | HEK cells, CFP/YFP FRET ICDI-IQ, plate reader, 10 min; percent FRET-ratio fall versus neutral wells;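 active = mean replicate inhibition of at least 30% and at least 1% of replicates passing that level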;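 note: 0% = median of the neutral control wells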
H9c2 protect = modulators protecting cardiomyocytes from myocardial damage | 360,000 tested, 0.63% active | AID 588492 | H9c2 cardiomyocytes, H2O2 injury protection, ATPLite, 2 h | protection from H2O2 cell death, % at 20 µM;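 active = compounds giving at least 50% protection of heart cells from peroxide-induced death in the single-dose screen, raw or plate-pattern-corrected value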;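 note: 0% = DMSO wells with peroxide and 100% = DMSO wells without peroxide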
m5-HT2A agonist = activates the mouse 5-HT2A serotonin receptor | CHO-K1 mHTR2A beta-arrestin complementation, luminescence; percent of 30 µM serotonin response | activation, % at 7.6 µM | 360,000 tested, 0.66% active | AID 624169;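 active = activation above a run cutoff, the mean activation of all tested compounds plus 3 SD, cut at about 14% in these data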;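 note: 0% = plate median of compound wells and 100% = 30 µM serotonin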
Target sequence (P35363 whole entry, looked up): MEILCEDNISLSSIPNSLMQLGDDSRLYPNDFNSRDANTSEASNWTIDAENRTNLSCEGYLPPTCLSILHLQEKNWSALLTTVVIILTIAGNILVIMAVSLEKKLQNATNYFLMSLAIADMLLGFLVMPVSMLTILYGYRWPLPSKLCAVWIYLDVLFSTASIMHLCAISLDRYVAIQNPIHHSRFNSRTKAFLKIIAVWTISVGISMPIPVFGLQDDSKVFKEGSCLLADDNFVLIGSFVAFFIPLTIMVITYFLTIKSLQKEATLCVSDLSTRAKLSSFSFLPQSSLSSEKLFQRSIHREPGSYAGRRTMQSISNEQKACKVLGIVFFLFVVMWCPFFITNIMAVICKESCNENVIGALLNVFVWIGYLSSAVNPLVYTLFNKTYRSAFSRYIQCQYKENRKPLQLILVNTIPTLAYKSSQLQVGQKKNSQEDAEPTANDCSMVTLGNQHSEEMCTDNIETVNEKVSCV
ABCB6 inh 2 = blocks the human ABCB6 transporter | 360,000 tested, 0.19% active | fluorescence ratio to DMSO, % at 10 µM | K562-ABCB6 porphyrin accumulation, flow cytometry, 1 h; hits give low values | AID 602162;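 active = fluorescence ratio to DMSO below 75%, the collection mean minus 3 SD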;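 note: signal is porphyrin accumulated inside mitochondria; 100% equals median channel fluorescence of DMSO control wells; lower ratio means ABCB6 inhibition with less porphyrin fluorescence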
aDG glyco up = increases alpha dystroglycan glycosylation | Pro5-aDG cells, alpha-DG glycosylation AlphaScreen (IIH6); 0% Pro5, 100% B10-LARGE cell signal | activation, % at 10 µM | 360,000 tested, 0.22% active | AID 624168;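 active = activation of at least 8% versus controls, or a plate z-score of at least 8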;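 note: Pro5 are CHO cells carrying HIG-tagged alpha-DG that lacks glycosylation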
PDI inh = blocks human protein disulfide isomerase activity. PDI insulin aggregation turbidity, A650, 90 min. inhibition, % at 10 µM. P07237. 350,000 tested, 0.052% active;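 active = mean inhibition across replicates of 30% or more, whatever share of single replicates reach that level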;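 note: absorbance from insulin aggregation driven by PDI reduction with DTT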
MC4R barr agon = agonists of human melanocortin 4 receptor (MC4R) beta-arrestin | P32245 | activation, % at 8.9 µM | 360,000 tested, 0.98% active | U2OS MC4R beta-arrestin complementation, luminescence; percent of melanotan II response, DMSO zero;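 active = activation above a per-plate cutoff, the mean activation of sample wells on that plate plus 3 SD, cut at about 8% in these data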
Target sequence (P32245 whole entry, looked up): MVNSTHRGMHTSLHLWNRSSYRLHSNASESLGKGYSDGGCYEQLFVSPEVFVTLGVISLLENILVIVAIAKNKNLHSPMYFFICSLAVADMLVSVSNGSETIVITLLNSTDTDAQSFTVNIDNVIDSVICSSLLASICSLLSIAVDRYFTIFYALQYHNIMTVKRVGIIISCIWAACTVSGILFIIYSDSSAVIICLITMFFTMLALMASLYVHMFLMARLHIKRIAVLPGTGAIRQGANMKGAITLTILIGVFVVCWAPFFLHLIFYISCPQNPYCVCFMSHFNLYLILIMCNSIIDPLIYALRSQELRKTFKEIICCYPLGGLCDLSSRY
MC4R antag cAMP = human MC4R antagonism in cAMP assay | P32245 | MC4R-expressing cells, MTII-stimulated cAMP, LANCE TR-FRET | inhibition, % at 6.5 µM | 360,000 tested, 0.48% active | AID 540295;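 active = inhibition above its plate's cutoff, the mean of tested wells on that plate plus 3 SD, cut at about 29% in these data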;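 note: 0% = Melanotan II alone and 100% = Melanotan II plus saturating MCL0020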
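System: U2OS cells stably expressing human melanocortin 4 receptor (MC4R). Reagent: Melanotan II challenge after compound preincubation. Doses: 6.5 µM. Times: 30-min compound, 1-h challenge, 1-h detection, room temperature. Measured by: TR-FRET with Eu-cAMP and labeled anti-cAMP, 671 nm. Replicates: singlicate.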
Vif imaging = blocks HIV Vif function | HEK293T cells, Vif self-association by quenched fluorescence, imaging, 24 h | inhibition, % at 7.49 µM | 340,000 tested, 0.35% active; in the data active = inhibition above about 50%, passing the limit was not always enough; note: some results filed as inactive read as strong as hits
* = called active by the depositor; nt = not tested or not shown.

SMILES	N-glyco inh	CaV13 FRET inh	H9c2 protect	m5-HT2A agonist	ABCB6 inh 2	aDG glyco up	PDI inh	MC4R barr agon	MC4R antag cAMP	Vif imaging
CCCCN1CCCCC1(C)C(=O)NCc1cccc(OC)c1 (stereo unspecified)	-2	-7	-4	3	105	0.1	5	2.4	-2	0
CN(C)c1ccc(/C=N/OC(=O)Nc2ccccc2Cl)cc1	2	-3	-6	-2	100	0.6	1	0.4	5	-6
O=C(CCc1ccccc1)N=C1SC2CS(=O)(=O)CC2N1c1ccc(F)cc1 (stereo unspecified)	-1	-2	-2	-4	110	-0.2	9	-1.9	9	-4
Cc1nc2ccc(Br)cc2c(-c2ccccc2)c1C(=O)O	1	-17	3	2	98	0.0	-7	-1.6	35*	2
COc1ccc2c(CC(=O)Nc3ccc(OC)c(NS(=O)(=O)c4ccc(F)cc4)c3)coc2c1	-1	-6	5	-4	99	-0.1	1	-1.3	7	nt
Cc1ccc(C#N)c(SCc2ccccc2F)n1	-4	0	-1	-2	99	-0.1	8	4.0	-15	-4
Cn1c(=O)[nH]c(=O)c2c1nc(SCC(=O)O)n2CCOc1ccccc1	-1	-3	-4	3	100	-0.2	-29	-2.4	-10	nt
S=c1[nH]c(-c2ccccc2)cn1-c1ccccc1	3	-19	-10	3	100	0.0	-6	0.1	-2	-7
O=C(NCc1cccc2[nH]ccc12)C1CCC(=O)N(CCc2ccc(Cl)cc2)C1 (stereo unspecified)	0	-6	8	0	102	0.1	-1	-2.2	-1	-7
CN(Cc1nc(CC2CC2)no1)CC12CC3CC(CC(C3)C1)C2	-1	-5	-3	0	107	-0.4	0	-1.9	-3	4
CCN(CC)S(=O)(=O)c1ccc(N2CCc3ccccc3C2)nc1	16	-7	-9	-11	93	0.1	-10	0.1	25	-8
COc1ccc(N2CCN(C(=O)CN(CCc3ccccc3)S(C)(=O)=O)CC2)cc1	-2	-11	-4	-4	107	0.7	1	3.3	10	6
Cc1ccsc1C1C(C#N)=C(N)OC2=C1C(=O)CC(C)C2 (stereo unspecified)	-1	-5	5	3	99	-0.4	-2	-0.9	-4	-1
O=C(Nc1ccc2c(c1)OCO2)c1ccc2nc[nH]c2c1	3	-6	-9	4	82	0.0	0	1.1	11	5
CC1CCC/C(=N\NC(=O)c2ccncc2)C1 (stereo unspecified)	0	-4	6	-1	106	-0.2	-3	0.8	6	-3
CCc1ccccc1NC1c2ccccc2C(=O)N1c1cc(C)ccn1 (stereo unspecified)	-1	-3	6	5	95	1.6	nt	-0.6	-2	-2
Cc1ccc(-c2nn(-c3ccc(F)cc3)cc2C(=O)NCC2CCCO2)cc1 (stereo unspecified)	1	-6	5	-3	89	0.0	4	-0.4	7	3
Cc1nnc(-n2cnc3ccccc32)c2ccccc12	0	-4	7	5	92	0.8	0	-0.4	7	2
COc1ccc(/C=N/Nc2nc(=O)[nH]nc2C)cc1[N+](=O)[O-]	-2	-5	1	-4	101	0.2	-34	-1.3	-12	-1
COc1cc(Cl)cc2c1Sc1ccccc1/C2=C/CCN(C)C	1	nt	22	-9	93	2.0	0	-1.0	3	-5
S=c1[nH]nc(CSc2nc3ccccc3s2)o1	0	-5	20	2	103	-0.1	-8	-2.3	1	-7
Cc1nccn1S(=O)(=O)c1ccc(Br)cc1Br	2	nt	-5	0	93	0.1	1	-0.6	15	-6
CCOCCn1c(SC(C)C(C)=O)nc2c1c(=O)[nH]c(=O)n2C (stereo unspecified)	4	-4	-4	0	101	0.1	-3	0.4	-8	-5
O=C(COC(=O)CNC(=O)c1ccc(Cl)cc1Cl)NC(=O)NC1CCCCC1	2	-5	6	-2	100	-0.1	-5	-4.0	18	9
O=C(NC(=S)NNC(=O)c1cccs1)c1ccco1	1	-7	1	7	97	0.3	-3	-1.0	5	2
SMILES	N-glyco inh	CaV13 FRET inh	H9c2 protect	m5-HT2A agonist	ABCB6 inh 2	aDG glyco up	PDI inh	MC4R barr agon	MC4R antag cAMP	Vif imaging
O=C1CCC([N+](=O)[O-])C(C2CC=CCC2)N1 (stereo unspecified)	2	-3	3	6	90	-0.2	1	-1.1	-5	7
Cc1ccc([C@H]2N[C@]3(CCCN(Cc4ccc(F)cc4)C3=O)[C@H]3C(=O)N(Cc4ccccc4)C(=O)[C@@H]23)cc1	3	-10	-3	11	99	0.3	-1	-1.9	9	-1
C=CCOC(=O)C1=C[C@@H](c2ccc(Br)cc2)[C@H](CCCO)[C@@H](OCC)O1	-4	-10	-1	9	95	0.1	-3	1.9	-1	nt
COc1ccc(C(=O)Nc2ccccc2C(=O)N/N=C/c2cccc3ccccc23)cc1	11	-8	-11	2	100	-0.5	-3	-0.5	-5	-9
CC(C)CCNc1nc2c(c(=O)[nH]c(=O)n2C)n1CC(O)COC(C)C (stereo unspecified)	1	-1	-2	6	93	0.0	24	0.4	3	5
CCN(Cc1ccccc1)Cc1c(C)[nH]c2c(C)c(C)ccc2c1=O	5	-6	6	3	55*	0.2	1	-1.4	5	8
C[C@]12c3[nH]c4ccc(Cl)cc4c3CCN1C(=O)[C@@H](CC(=O)NCc1ccco1)C[C@@H]2C(=O)N1CCCCC1	2	-8	1	-4	102	0.0	1	4.0	16	-12
COc1ccc(CN(C2CCCC2)S(=O)(=O)c2ccc(-n3cnnn3)c(OC)c2)cc1OC	-3	-10	6	3	92	-0.3	-10	-1.2	1	-25
CCOc1cc(N2CCOCC2)c(OCC)cc1NC(=O)CN1C(=O)NC(C)(c2ccc(OC)cc2)C1=O (stereo unspecified)	0	-7	-4	4	100	3.0	-9	-0.2	11	-4
O=C(CSc1ncccn1)N1CCC(Cc2ccccc2)CC1	-3	6	-4	2	99	0.1	0	-2.4	0	6
Cc1ccc(-c2nn(-c3ccccc3)cc2C(=O)N2CCOCC2)cc1	1	-3	-4	2	98	-0.1	-6	2.2	1	nt
CCOc1ccc(Nc2ncnc3c2cnn3C)cc1	0	-4	3	2	80	0.1	-2	-0.8	-1	-9
Cc1ccc(C(=O)N/N=C\c2cccn2C)cn1	0	-5	-7	3	96	0.7	-2	2.9	-5	10
O=C(NCC(c1ccccc1Cl)N1CCCC1)C1CCN(C(=O)Nc2ccccc2)CC1 (stereo unspecified)	-3	-3	-2	8	107	-0.1	7	-0.1	9	-1
C=CCn1c2ccccc2c2nnc(SCC(=O)NC(C(=O)OC)C(C)C)nc21 (stereo unspecified)	-2	-4	4	-3	103	-0.3	-1	-1.2	4	-12
O=C1C(Cl)=C(N2CCCC2)C(=O)N1c1ccc(F)cc1	0	-7	1	2	95	0.0	12	-0.6	4	22
O=C(Nc1ncccc1Cl)C1COc2ccccc2O1 (stereo unspecified)	-1	-3	7	-1	100	-0.1	3	0.8	4	-1
COc1cc(/C=C/C(=O)OCC(=O)NCCc2ccccc2)ccc1OC(F)F	0	-4	-2	-4	95	-0.1	0	3.2	1	-8
Cn1cc(CN2CCC(C(O)CCc3ccccc3)CC2)c(-c2ccccc2F)n1 (stereo unspecified)	-4	3	6	-1	103	0.2	30	-1.1	17	nt
CCOC(=O)N1CCN(c2c(NCc3ccc(N(C)C)cc3)c(=O)c2=O)CC1	1	-6	0	-6	101	0.0	2	0.4	-2	-7
COc1ccc(-n2nccc2-c2nn(-c3cccc(OC)c3)c(=O)n(C)c2=O)cc1	-4	-6	0	2	84	0.4	-1	-1.8	8	9
Cc1cc(C)n(CCNC(=O)[C@H]2O[C@@H](n3ccc(=O)[nH]c3=O)[C@H](O)[C@@H]2O)n1	0	nt	1	2	102	21*	nt	nt	nt	nt
O=C(CN1CCN(c2ccccc2F)CC1)c1ccc2cc[nH]c2c1	2	-3	-8	-4	100	-0.1	nt	1.5	0	5
COc1ccc(NC(=O)C2CCCN2S(=O)(=O)c2ccc3c(c2)CCC(=O)N3)cc1 (stereo unspecified)	1	-4	6	-2	103	0.0	nt	0.8	7	7
COc1cc(Cl)ccc1NC(=S)N(CCCN1CCOCC1)Cc1cn(C)c2ccccc12	-5	-8	-2	-8	99	-0.4	-4	-3.4	6	-9
SMILES	N-glyco inh	CaV13 FRET inh	H9c2 protect	m5-HT2A agonist	ABCB6 inh 2	aDG glyco up	PDI inh	MC4R barr agon	MC4R antag cAMP	Vif imaging
COCCn1c(SCC(=O)NC(=O)NC2CCCCC2)nc2ccccc2c1=O	0	-18	-13	-4	102	0.4	-3	3.2	3	-5
CCOC(=O)NC(=O)/C(C#N)=C\Nc1ccc(Cl)cc1Cl	-1	-7	-15	5	99	-0.2	-3	-3.0	-3	0
NCc1cccc(CNc2ccc([N+](=O)[O-])cc2C(N)=O)c1	3	-11	9	-1	92	-0.1	8	-1.7	4	12
Cc1noc(NS(=O)(=O)c2ccc(N/C=C/C(=O)c3ccc4c(c3)OCO4)cc2)c1C	1	-4	-3	4	100	0.0	-3	0.2	2	0
CCOC(=O)N1CCC(N2Cc3cccc(C(=O)N4CC(C)CC(C)C4)c3C2=O)CC1 (stereo unspecified)	1	-4	-1	3	100	-0.2	-13	-1.1	0	-4
CCN(CC(=O)Nc1ccc(NC(C)=O)cc1)C(=O)C1COc2ccccc2O1 (stereo unspecified)	-1	-3	1	5	93	-0.2	-5	0.1	2	nt
CCCCC(=O)N1CCCC(c2nc3c(nnn3Cc3cc(C)ccc3C)c(=O)[nH]2)C1 (stereo unspecified)	2	-8	2	-2	98	-0.2	9	-2.4	-1	-3
N=C(N)SCP(=O)(c1ccccc1)c1ccccc1	2	-17	-2	-6	99	-0.2	3	0.6	-8	-7
O=C(O)c1cccc(NC2=C(Cl)C(=O)c3ccccc3C2=O)c1	1	-19	-16	-3	102	0.8	7	-0.3	-3	-4
COc1cc2ccccc2cc1C(=O)NC(=S)Nc1cccc(C(=O)O)c1C	3	-6	3	3	96	0.0	1	-2.2	6	-3
O=[N+]([O-])c1ccccc1C=NN1CCCCCC1	0	-17	-3	-5	101	0.2	-1	-4.2	-3	16
COc1cc(C2c3cc4c(cc3C(OC3OC5COC(c6cccs6)OC5C(O)C3O)C3COC(=O)C23)OCO4)cc(OC)c1O (stereo unspecified)	15	-5	18	3	96	-0.2	8	-0.7	0	-3
COc1cc2[nH]c(=O)n(Cc3ccc(C(=O)NCC4CCCO4)cc3)c(=O)c2cc1OC (stereo unspecified)	3	-5	4	4	99	0.0	0	-1.6	10	3
O=C(Nc1ccc(Cl)cc1)Nc1ccccc1NS(=O)(=O)c1cccs1	3	-2	-10	-2	102	-0.1	-4	-2.3	19	-12
Cc1ccc(-n2c(SCC(=O)Nc3cccc(S(=O)(=O)NC4=NCCCCC4)c3)nc3ccccc3c2=O)cc1C	-3	-6	-1	-1	100	-0.2	4	2.3	25	-6
O=C(NC(=S)Nc1ccccc1[N+](=O)[O-])c1ccco1	1	13	-4	-3	100	0.3	1	-1.1	-6	8
